IDE inh – cellular human IDE inhibition; actives 0.41% (n = 320,000); P14735; inhibition, % at 5.59 µM; HEK cells, FAbetaB cleavage, fluorescence polarization;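 active means percent inhibition above the average of all tested compounds plus 3 SD, set per screening campaign, cut at about 16% in these data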;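 further: IDE supplied by intact live HEK cells; FP after avidin binding of uncleaved biotin substrate so inhibition keeps polarization high; 0% = DMSO wells and 100% = 60 µM reference IDE inhibitor Ii1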
Target sequence (P14735 whole entry, looked up): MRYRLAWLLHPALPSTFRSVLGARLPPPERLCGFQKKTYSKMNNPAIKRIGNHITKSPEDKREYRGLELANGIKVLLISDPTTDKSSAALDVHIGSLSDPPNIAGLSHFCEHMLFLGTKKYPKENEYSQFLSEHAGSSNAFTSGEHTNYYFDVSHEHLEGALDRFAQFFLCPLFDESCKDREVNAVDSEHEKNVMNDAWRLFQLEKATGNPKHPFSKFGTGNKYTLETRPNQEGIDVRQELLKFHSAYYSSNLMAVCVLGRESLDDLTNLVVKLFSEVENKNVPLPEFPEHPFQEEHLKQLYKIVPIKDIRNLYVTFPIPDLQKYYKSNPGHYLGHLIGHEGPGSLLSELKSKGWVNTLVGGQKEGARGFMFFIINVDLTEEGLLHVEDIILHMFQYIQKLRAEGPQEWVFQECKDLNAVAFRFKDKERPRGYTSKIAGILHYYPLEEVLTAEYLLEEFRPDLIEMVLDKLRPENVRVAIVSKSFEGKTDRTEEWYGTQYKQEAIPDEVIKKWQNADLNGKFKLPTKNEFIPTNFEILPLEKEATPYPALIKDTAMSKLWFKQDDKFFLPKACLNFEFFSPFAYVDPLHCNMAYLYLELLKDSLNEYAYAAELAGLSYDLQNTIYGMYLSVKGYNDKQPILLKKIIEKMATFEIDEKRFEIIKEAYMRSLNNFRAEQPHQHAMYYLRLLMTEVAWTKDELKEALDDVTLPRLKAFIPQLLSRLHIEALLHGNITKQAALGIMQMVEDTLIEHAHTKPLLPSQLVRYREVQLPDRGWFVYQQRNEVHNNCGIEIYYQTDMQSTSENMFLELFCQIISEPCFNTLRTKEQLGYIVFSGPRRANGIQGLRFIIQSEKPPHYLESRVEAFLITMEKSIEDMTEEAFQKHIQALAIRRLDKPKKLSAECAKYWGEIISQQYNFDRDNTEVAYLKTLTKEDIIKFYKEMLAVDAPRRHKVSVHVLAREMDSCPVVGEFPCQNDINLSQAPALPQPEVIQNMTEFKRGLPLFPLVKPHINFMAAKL
IDE cell activ – boosts human insulin-degrading enzyme activity in HEK cells; P14735; FAbeta-B cleavage, fluorescence polarization; 0% vehicle, 100% cell-free pure enzyme wells; activation, % at 5.96 µM; actives 0.073% (n = 340,000);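 active means activation above the mean of all tested compounds plus 3 SD, set per screening campaign, cut at about 17% in these data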
An asterisk follows results filed as active. Some of the compounds tested; the hit share may differ from the screen's.

cpd	Structure	IDE cell activ	IDE inh
1	Cc1noc(C)c1S(=O)(=O)N(C)C[C@H]1Oc2ccc(NC(=O)CCC(F)(F)F)cc2C(=O)N([C@H](C)CO)C[C@@H]1C	-1	3
2	CCCCn1c(N)c(N(CC(C)C)C(=O)CN2C(=O)NC3(CC(C)CC(C)(C)C3)C2=O)c(=O)[nH]c1=O (stereo not given)	2	-6
3	O=C(CCc1nc2sc3c(c2c(=O)[nH]1)CCCC3)Nc1cccc(Cl)c1	-2	-1
4	CCN(CC)C(=O)c1cccc(NC(=O)c2ccccc2OCc2c(C)noc2C)c1	0	-3
5	Cc1nc(SCC(=O)N(CC(C)C)C2CCS(=O)(=O)C2)c2c(C)c(C)sc2n1 (stereo not given)	3	-2
6	Cc1ccc(C(=O)OCC(=O)NNC(=O)c2cccs2)c(O)c1	2	-3
7	O=C(NCCC1=CCCCC1)c1cc(S(=O)(=O)N2CCCCC2)ccc1Cl	-1	-3
8	CC1CCN(C(=O)COC(=O)/C=C/c2ccco2)CC1	0	0
9	Cc1ccc(S(=O)(=O)N2CCOCC2)cc1C(=O)NCc1ccccc1CN1CCCC1	-1	4
10	Cc1cccc(OCC(=O)N(Cc2nnc(-c3ccccc3Cl)o2)C2CC2)c1	4	-2
11	O=C(OCC(=O)N1N=C(c2ccc(Cl)cc2)CC1c1ccco1)c1cccnc1 (stereo not given)	-6	1
12	CSc1ccccc1NC(=O)COC(=O)CCC(=O)c1ccc(F)cc1	5	-2
13	CCOc1ccccc1N1CCN(C(=O)CSc2ccc3c(c2)OCCO3)CC1	2	-3
14	Nc1c(N(Cc2ccccc2)C(=O)COc2ccc(F)cc2Cl)c(=O)[nH]c(=O)n1Cc1ccccc1	1	-3
15	CCC(C)N(C(=O)CSc1nc(C)nc2ccccc12)C1CCS(=O)(=O)C1 (stereo not given)	2	-6
16	CC(C)c1ccc(/C=C/C(=O)NCCCN2CCOCC2)cc1	1	7
17	CN(C)CCCNC(=O)CC1C[C@H](C(=O)N2CCCCC2)[C@@]2(CCc3ccccc3)c3[nH]c4ccccc4c3CCN2C1=O (stereo not given in full)	-2	-1
18	CC(C)CCNC(=O)C(=O)Nc1ccc2c(c1)N(S(=O)(=O)c1cccs1)CCC2	3	-5
19	Cc1ccc(C2(c3ccccc3)NC(=O)N(CC(=O)NC3CCS(=O)(=O)C3)C2=O)cc1C (stereo not given)	1	-3
20	C=CCNC(=S)N/N=C/c1ccc(-c2ccc(Cl)cc2Cl)o1	10	-3
21	COCOc1ccc(C=O)c(OCOC)c1	7	-4
22	COc1cccc(CNC(=O)COC(=O)c2ccc(C(=O)c3ccccc3)cc2)c1	4	-1
23	Cc1ccc(NC(=O)C(C)SCC(=O)Nc2ccc(F)cc2)cc1S(=O)(=O)N1CCOCC1 (stereo not given)	1	-7
24	NS(=O)(=O)c1ccc(CCNC(=O)c2cc(-c3ccco3)nc3ccccc23)cc1	-8	-2
25	CNS(=O)(=O)c1cc(-c2nnc(N3CCOCC3)c3ccccc23)ccc1C	8	9
26	COc1ccc(S(=O)(=O)N2CCN(C(=O)CC3CC4CCC3C4)CC2)cc1 (stereo not given)	3	0
27	CCCn1c(N)c(N(CCOC)C(=O)CSCC(=O)Nc2cccc(C)c2)c(=O)[nH]c1=O	3	-3
28	c1ccc2c(c1)[nH]c1ccccc12	-10	2
29	Cc1ccc(C)c(S(=O)(=O)Nc2ccc(S(=O)(=O)Nc3ncccn3)cc2)c1	6	2
30	C/C(=N\NC(=O)c1ccc(O)cc1)c1cccc(NC(=O)c2ccc(Cl)cc2)c1	4	-1
31	CC[C@@]1(C(=O)OC)N[C@H](CN(C)C(=O)c2ccc(F)cc2)[C@@H]2C(=O)N(Cc3ccccc3)C(=O)[C@@H]21	-3	6
32	Cc1c(NC(=O)CSC(=S)N2CCCC2)c(=O)n(-c2ccccc2)n1C	1	-5
33	CC(N=C1NS(=O)(=O)c2ccccc21)C(=O)OCC(=O)N(C)C1CCS(=O)(=O)C1 (stereo not given)	3	2
34	Cc1cc(C(=O)OCC(=O)Nc2c(Cl)cccc2Cl)c(C)o1	6	2
35	CN(Cc1c(F)cccc1Cl)C(=O)c1ccc(NC(=O)CC2SC(N3CCCC3)=NC2=O)cc1 (stereo not given)	2	-7
36	CCC1(CC)C(=O)C2=C3C1[C@H](C(=O)OC)C=C(C(=O)OC)C[C@H]3[C@H]1C(=O)N(Cc3ccccc3)C(=O)[C@H]1[C@H]2C (stereo not given in full)	-2	6
37	Cc1ccc(C)c(OCC(=O)N2CCN(c3ncccn3)CC2)c1	3	0
38	Cc1cc(C)n2nc(C(=O)OCC(=O)NNC(=O)c3ccc(Cl)cc3)nc2n1	-2	0
39	CCOc1ccc2oc(C(=O)Nc3nccs3)c(C)c2c1	3	0
40	CCCN(C(=O)c1cc(S(=O)(=O)N2CCCCCC2)ccc1OC)C1CCS(=O)(=O)C1 (stereo not given)	-1	-7
41	CC1CCc2sc(C(=O)NC3CCCCC3)cc2C1 (stereo not given)	2	-4
42	COc1ccc(/C=C/C(=O)OCC(=O)Nc2ccc3c(c2)OCO3)cc1	3	-2
43	COc1cc(C(=O)COC(=O)c2ccco2)cc(OC)c1OC	0	5
44	Cc1cccc(C(=O)NC(C(=O)Nc2cccc(S(=O)(=O)N3CCCC3)c2)C(C)C)c1 (stereo not given)	4	-7
45	CCNc1nc(NCC)n2c(SCC(=O)Nc3cccc(Cl)c3)nnc2n1	0	3

Part of the list above in order of length of the SMILES, rising:
cpd	Structure	IDE cell activ	IDE inh
39	CCOc1ccc2oc(C(=O)Nc3nccs3)c(C)c2c1	3	0
43	COc1cc(C(=O)COC(=O)c2ccco2)cc(OC)c1OC	0	5
32	Cc1c(NC(=O)CSC(=S)N2CCCC2)c(=O)n(-c2ccccc2)n1C	1	-5
38	Cc1cc(C)n2nc(C(=O)OCC(=O)NNC(=O)c3ccc(Cl)cc3)nc2n1	-2	0
44	Cc1cccc(C(=O)NC(C(=O)Nc2cccc(S(=O)(=O)N3CCCC3)c2)C(C)C)c1 (stereo not given)	4	-7
35	CN(Cc1c(F)cccc1Cl)C(=O)c1ccc(NC(=O)CC2SC(N3CCCC3)=NC2=O)cc1 (stereo not given)	2	-7
31	CC[C@@]1(C(=O)OC)N[C@H](CN(C)C(=O)c2ccc(F)cc2)[C@@H]2C(=O)N(Cc3ccccc3)C(=O)[C@@H]21	-3	6

Continuation:
cpd	Structure	IDE cell activ	IDE inh
46	CC1CCC2(CC1)NC(=O)N(CC(=O)NCc1ccc(F)cc1)C2=O (stereo not given)	5	-1
47	Cc1ccc(CNC(=O)c2ccc(N3CCC4(CC3)CC(c3cccc(Br)c3)=NO4)c(NC(=O)c3ccco3)c2)cc1	5	-2
48	CCN(C[C@H]1N[C@@](C)(C(=O)OC)[C@H]2C(=O)N(Cc3ccccc3)C(=O)[C@@H]12)C(=O)COC	4	0
49	Cc1cc(=O)oc2cc(OCC(=O)N3CCCC3)c(Cl)cc12	4	2
50	CCOc1ccc(-n2ccnc(SCC(=O)Nc3cccc(OC)c3)c2=O)cc1	-1	0
51	Cc1ccc(S(=O)(=O)N2CCCCC2)cc1NC(=O)COc1ccccc1	5	0
52	COc1ccc(/C=N\NC(=O)c2cccc(F)c2)cc1COc1ccccc1	11	0
53	CC(=O)c1ccccc1NC(=O)c1ccc(OCc2c(C)noc2C)cc1	1	4
54	CCN(CC(=O)Nc1c(F)cccc1F)C(=O)c1cc([N+](=O)[O-])ccc1N1CCOCC1	2	2
55	CCC(C)N(C(=O)COc1ccc(Br)cc1C=O)C1CCS(=O)(=O)C1 (stereo not given)	4	-4
56	CN(Cc1ccc(OC(F)F)cc1)C(=O)c1ccc(S(=O)(=O)N(C)c2ccccc2)cc1	-4	-1
57	COc1ccc(Cl)cc1NC(=O)COC(=O)C1=NNC(=O)CC1	2	0
58	O=C(Cn1ccnc1[N+](=O)[O-])NCc1ccccc1	2	5
59	CCOC(=O)[C@H]1[C@H]2COc3ccc(OC)cc3[C@@H]2N2C(=O)CN(CC3CCCO3)C(=O)[C@@]12C (stereo not given in full)	1	2
60	CCOc1ncccc1C(=O)Nc1ccc(S(=O)(=O)N2CC(C)CC(C)C2)cc1 (stereo not given)	-3	-2

Down the list, as entered above:
Compounds 47–54 in IDE inh read -2, 0, 2, 0, 0, 0, 4, 2
Compounds 47–54 in IDE cell activ read 5, 4, 4, -1, 5, 11, 1, 2

More structures follow.
cpd	Structure	IDE cell activ	IDE inh
61	Cc1cc(C)c(C(=O)NCC(=O)c2ccccc2)c(C)c1	2	-3
62	CC(Oc1ccc(Cl)cc1)C(=O)Nc1ccccc1N1CCOCC1 (stereo not given)	-1	0
63	OCC[C@H]1C[C@H](O)[C@@H](O)[C@]2(Cc3ccccc3O2)O1	2	-5
64	O=C(COC(=O)c1cc[n+]([O-])cc1)Nc1ccc(Cl)c(C(F)(F)F)c1	6	-2
65	CC(=O)c1cccc(NC(=O)CSc2n[nH]c(-c3ccncc3)n2)c1	-14	15
66	Cc1cc(C)cc(NC(=O)C(c2ccccc2)N2CCN(CC(=O)NC3CC3)CC2)c1 (stereo not given)	6	-1
67	O=C(NCCC(=O)N(CCc1ccccc1)Cc1ccccc1)c1ccc(Br)cc1	4	2
68	O=C(c1cc(-c2ccccc2)nn1-c1ccccc1)N1CCN(S(=O)(=O)c2c(F)cccc2F)CC1	3	-1
69	CC(NC(=O)COC(=O)c1ccc(N2CCCC2=O)cc1)c1ccc(F)cc1 (stereo not given)	2	2
70	COc1ccc(CCNC(=O)COC(=O)Cc2c[nH]c3ccccc23)cc1OC	-2	-3
71	Cc1ccc(S(=O)(=O)N2CCC(C(=O)OCC(=O)N(Cc3ccccc3)C(C)(C)C)CC2)cc1C	1	2
72	Cc1ccc(S(=O)(=O)N2CCN(C(=O)CN3C(=O)c4ccccc4C3=O)CC2)c(C)c1	4	-3
73	Cc1cc(C)c2nc(N(CCCN(C)C)C(=O)c3ccc4c(c3)OCCO4)sc2c1	5	-4
74	CCCc1nc2ccccc2c(C(=O)OCC(=O)NC2CC2)c1CC	3	0
75	O=C(NCc1ccc2c(c1)OCO2)c1c(O)nc2sccn2c1=O	5	3
76	COc1ccc(OC)c(CN2CCN(S(=O)(=O)c3ccccc3)CC2)c1	7	-3
77	C#CCOCCOCCOCCNc1nc(N2CCN(C(=O)[C@H]([C@@H](C)O)n3cc(CCCCN)nn3)CC2)nc(N2CCN(C(=O)[C@H](CCCCN)n3cc(CCCC)nn3)CC2)n1	-1	-2
78	O=C(OCC(=O)N1CCCc2ccccc21)c1ccc(S(=O)(=O)C(F)F)cc1	2	0
79	CCOC(=O)c1c(C)[nH]c(C)c1C(=O)COC(=O)/C=C/c1ccccc1[N+](=O)[O-]	1	0
80	O=C(c1cn(-c2ccccc2)nc1-c1cccnc1)N1CCN(S(=O)(=O)c2ccccc2F)CC1	-15	3
81	CCc1ccc(NC(=O)COc2coc(CN3CCN(c4ccccc4)CC3)cc2=O)cc1	1	-6
82	O=C(CSc1nnc(COc2ccccc2Cl)o1)Nc1ccccc1	4	1
83	O=C(Nc1ccccc1)c1nc[nH]c1C(=O)NCCNC(=O)c1[nH]cnc1C(=O)Nc1ccccc1	4	0
84	CC(=O)c1ccc(NC(=O)COC(=O)CC2CC3CCC2C3)cc1 (stereo not given)	-5	9
85	Cc1ccc(OCCC(=O)OCC(=O)NC2CCCC(C)C2C)cc1 (stereo not given)	2	0
86	COc1ccc(S(=O)(=O)NCC(c2ccco2)N2CCOCC2)cc1 (stereo not given)	2	5
87	COc1ccc(NC(=O)CN(C)C(=O)c2cccc(S(=O)(=O)N3CCN(C)CC3)c2)cc1	2	0
88	Cc1cc(C)cc(C(=O)NCC(=O)N(C)CCOc2ccccc2)c1	1	-2
89	CN(CC(=O)Nc1ccccc1Cl)C(=O)CN1C(=O)C2CC=CCC2C1=O (stereo not given)	3	-2
90	COc1cccc(C(N)=O)c1	-1	0
91	CCC(CO)Oc1cc(NC(=O)c2ccccc2F)c2ncn(C(C)C)c2c1 (stereo not given)	7	2
92	O=C(/C=C/c1ccccc1)NCCS(=O)(=O)N1CCN(c2ccccc2F)CC1	4	-4
93	NC(=O)c1ccc(NC(=O)COC(=O)CC2CC3CCC2C3)cc1 (stereo not given)	-1	-2
94	CCOc1cc(C(=O)Nc2cc(OC)cc(OC)c2)ccc1OCC(=O)N1CCOCC1	-1	1
95	CCOc1ccccc1OCC(=O)Nc1cccc(S(=O)(=O)NC2=NCCCCC2)c1	-2	-2
96	O=C(COC(=O)c1cc2c(s1)CCCCC2)NC1CCS(=O)(=O)C1 (stereo not given)	-3	7
97	CC(C#N)OC(=O)c1cccnc1SCC(=O)Nc1ccc2c(c1)OCO2 (stereo not given)	7	0
98	CC1CCCC(NC(=O)C2CCN(C(=O)Nc3ccccc3)CC2)C1C (stereo not given)	4	1
99	O=C1NC[C@H](c2ccccc2)OC(=O)[C@H](Cc2ccc(F)cc2)C/C=C\C[C@@H]1CC(=O)N(CCO)Cc1ccccc1	4	1
100	Cc1ccc(S(=O)(=O)NCCNC(C)c2ccc(Br)cc2)cc1 (stereo not given)	2	-4
101	COc1ccccc1C(=O)NC(=O)COc1ccc([N+](=O)[O-])cc1	2	2

Some of these compounds in order of their number in IDE cell activ, rising:
cpd	Structure	IDE cell activ	IDE inh
94	CCOc1cc(C(=O)Nc2cc(OC)cc(OC)c2)ccc1OCC(=O)N1CCOCC1	-1	1
101	COc1ccccc1C(=O)NC(=O)COc1ccc([N+](=O)[O-])cc1	2	2
98	CC1CCCC(NC(=O)C2CCN(C(=O)Nc3ccccc3)CC2)C1C (stereo not given)	4	1
91	CCC(CO)Oc1cc(NC(=O)c2ccccc2F)c2ncn(C(C)C)c2c1 (stereo not given)	7	2
